High-throughput results as filed in PubChem BioAssay.
CHRM5 PAM: human M5 muscarinic receptor positive allosteric modulators, primary screen, CHO-K1 cells, Fluo-8 calcium fluorescence; Muscarinic acetylcholine receptor M5 (Homo sapiens), P08912; CHO-K1 hM5, ACh EC20 PAM; 0% = ACh EC20, 100% = ACh EC100; activation, % at 3 µM; actives 0.3% (n = 360,000); AID 624038, 2012;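 active means activation above the run cutoff, the mean activation of all test compounds plus 3 SD, cut at about 18% in these data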
Target sequence (P08912 whole entry, looked up): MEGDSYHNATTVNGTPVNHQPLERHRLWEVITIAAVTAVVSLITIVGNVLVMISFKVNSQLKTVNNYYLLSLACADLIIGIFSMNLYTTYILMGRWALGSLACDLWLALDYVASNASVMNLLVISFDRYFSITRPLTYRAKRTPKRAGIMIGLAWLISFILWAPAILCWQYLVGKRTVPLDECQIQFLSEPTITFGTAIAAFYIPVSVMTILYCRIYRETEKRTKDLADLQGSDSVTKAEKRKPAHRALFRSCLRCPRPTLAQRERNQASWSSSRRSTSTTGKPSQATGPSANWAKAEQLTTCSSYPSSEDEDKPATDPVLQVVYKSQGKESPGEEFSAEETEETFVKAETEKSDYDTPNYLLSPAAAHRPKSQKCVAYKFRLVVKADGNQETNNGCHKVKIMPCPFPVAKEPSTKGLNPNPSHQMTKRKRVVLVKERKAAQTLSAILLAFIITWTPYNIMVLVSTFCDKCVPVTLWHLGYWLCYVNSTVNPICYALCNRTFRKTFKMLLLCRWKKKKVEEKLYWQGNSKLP
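Test system: CHO-K1 hM5 cells / Doses: single-point, 3 µM nominal / Times: Post-acetylcholine fluorescence recording 140 s / Technique: Fluo-8 calcium fluorescence / Measure: Max/basal fluorescence ratio as % of EC20–EC100 ACh window / Benchmarks: low control EC20 acetylcholine (0%), high control EC100 acetylcholine (100%) / Replicates: one well per compound, no replicates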
M1 PAM parental: nonselective calcium activators in parental CHO-K1 cells, primary screen, counter-screen for M1 PAM project, cell-based, Fluo-8 calcium fluorescence, full deck, 1536-well | ATP EC20; 0% at ATP EC20, 100% at ATP max | activation, % at 3 µM | actives 0.02% (n = 360,000) | AID 602247, 2012;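 active means activation above the run cutoff, the mean activation of all test compounds plus 3 SD, cut at about 40% in these data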;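 further: peak over basal fluorescence ratio in a 140 s read after ATP addition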
CHO-K1 Ca antag: nonselective inhibitor or artifact in parental CHO-K1 cells | inhibition, % at 3 µM | ATP-induced calcium, Fluo-8 fluorescence | actives 0.6% (n = 360,000) | AID 602250;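 active means inhibition above a per-plate cutoff, the plate's mean sample inhibition plus 3 SD, cut at about 24% in these data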;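 further: 0% = DMSO plus EC80 ATP and 100% = DMSO alone without ATP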
CHRM5 antagonist: human M5 muscarinic receptor antagonists, primary screen, CHO cells, Fluo-8 calcium fluorescence; Muscarinic acetylcholine receptor M5 (Homo sapiens), P08912; CHO-hM5 cells, ACh EC80; inhibition, % at 3 µM; actives 0.59% (n = 360,000); AID 624040, 2012;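 active means inhibition above a per-plate cutoff, the mean of that plate's test compounds plus 3 SD, cut at about 27% in these data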;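 further: 0% = acetylcholine EC80 with DMSO and 100% = DMSO without agonist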
M1 ag parental: counter-screen for M1 agonists: effect in parental CHO-K1 cells. activation, % at 3 µM. Fluo-8 calcium fluorescence; scaled to maximal ATP response, vehicle zero. actives 0.48% (n = 360,000); in the data active means activation above about 15%;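 further: untransfected CHO-K1 host cells lacking M1 receptor as counterscreen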
CHRM4 PAM: human M4 muscarinic receptor positive allosteric modulators, primary screen, CHO-K1 cells, Fluo-8 calcium fluorescence. Muscarinic acetylcholine receptor M4 (Homo sapiens), P08173. CHO-K1 hM4/Gqi5, ACh EC20; 0% = ACh EC20, 100% = maximal ACh. activation, % at 3 µM. actives 0.4% (n = 360,000);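 active means activation above its plate's cutoff, the mean activation of sample wells plus 3 SD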; further: some results filed as inactive read as strong as hits
Target sequence (P08173 whole entry, looked up): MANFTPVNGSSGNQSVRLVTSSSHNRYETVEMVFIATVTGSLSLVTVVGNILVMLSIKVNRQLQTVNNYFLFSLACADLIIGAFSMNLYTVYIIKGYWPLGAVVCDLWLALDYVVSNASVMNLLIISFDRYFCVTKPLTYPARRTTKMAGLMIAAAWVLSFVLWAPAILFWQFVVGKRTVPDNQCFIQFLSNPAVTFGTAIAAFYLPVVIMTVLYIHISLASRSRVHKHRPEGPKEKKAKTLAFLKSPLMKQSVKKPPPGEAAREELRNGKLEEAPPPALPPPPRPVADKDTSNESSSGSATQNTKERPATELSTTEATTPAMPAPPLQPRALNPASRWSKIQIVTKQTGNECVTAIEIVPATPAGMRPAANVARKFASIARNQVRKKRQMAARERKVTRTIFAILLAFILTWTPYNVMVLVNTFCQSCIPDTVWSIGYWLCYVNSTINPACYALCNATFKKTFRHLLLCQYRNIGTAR
CHRM4 agonist: human M4 muscarinic receptor agonists, primary screen, CHO-K1 cells, Fluo-8 calcium fluorescence | Muscarinic acetylcholine receptor M4 (Homo sapiens), P08173 | CHO-K1 hM4/Gqi5; vehicle 0%, full acetylcholine response 100% | activation, % at 3 µM | actives 0.14% (n = 360,000) | AID 624127, 2012;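 active means activation above the run mean over all test wells plus 3 SD, cut at about 32% in these data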;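 further: peak over basal fluorescence ratio per well then scaled between controls; 0% = DMSO wells and 100% = acetylcholine at EC100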
M5 ag: human M5 muscarinic receptor agonists, primary screen, CHO-K1 cells, Fluo-8 calcium fluorescence. Muscarinic acetylcholine receptor M5 (Homo sapiens), P08912. CHO-K1 hM5 cells; 0% DMSO wells, 100% maximal acetylcholine response. activation, % at 3 µM. actives 0.19% (n = 360,000). AID 624037, 2012;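 active means activation above the run's mean over test compounds plus 3 SD, cut at about 23% in these data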;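 further: signal is peak over basal fluorescence ratio across the kinetic read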
CHRM4 antagonist: human M4 muscarinic receptor antagonists, primary screen, CHO cells, Fluo-8 calcium fluorescence; actives 0.73% (n = 360,000); CHO-hM4 cells, ACh EC80; inhibition, % at 3 µM;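 active means inhibition above its plate's cutoff, the mean inhibition of sample wells plus 3 SD, cut at about 27% in these data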;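 further: 0% = acetylcholine EC80 with DMSO and 100% = DMSO without agonist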
* = called active by the depositor.

compound	CHRM5 PAM	M1 PAM parental	CHO-K1 Ca antag	CHRM5 antagonist	M1 ag parental	CHRM4 PAM	CHRM4 agonist	M5 ag	CHRM4 antagonist
O=C(COc1ccccc1)NNC(=O)c1cc2ccccc2oc1=O	-7	-12	10	6	0.0	12	1	-2	-4
CC(C)c1ccc2c(c1)C(N1CCN(C)CC1)Cc1cccnc1S2 (stereo unspecified)	-13	13	-10	5	2.5	-3	1	-20	-11
CC1CN(C(=O)CSc2nnc3c(Cl)cc(Cl)cn23)CC(C)O1 (stereo unspecified)	-9	-2	-5	3	0.3	-6	0	-5	-3
Oc1ccc2oc3c(c2c1C=NCc1ccncc1)CCCC3	-1	-1	-7	-2	0.3	24	2	-2	20
Cc1ccc(CNC(=O)C(=O)NCC2OCCCN2S(=O)(=O)c2cccs2)cc1 (stereo unspecified)	6	12	5	1	1.5	1	5	-4	-2
Cc1ccc(CNC(=O)CN(C(=O)N2CCN(C)CC2)S(=O)(=O)c2ccc(C)cc2)cc1	5	7	-6	-2	1.3	-1	0	-3	-4
CCCCn1c(N)c(N(CCOC)C(=O)c2ccc(C)c(S(=O)(=O)N3CCCCC3)c2)c(=O)[nH]c1=O	-2	3	3	7	1.0	7	1	0	-1
Cc1nn(-c2ccccc2)c2sc(C(=O)NNC(=O)COc3ccccc3)cc12	7	15	-5	-3	0.4	12	2	-2	-5
COCCN(C(=O)c1ccc2c(c1)S(=O)(=O)N=C1CCCCCN12)c1c(N)n(CC(C)C)c(=O)[nH]c1=O	11	16	-10	5	0.2	14	2	1	-1
O=C(Nc1ccc2c(c1)OCO2)C1CCCCN1S(=O)(=O)c1ccc(F)cc1 (stereo unspecified)	1	24	-7	3	1.2	-3	2	1	4
O=c1nc2n(c3cc(Cl)c(S(=O)(=O)N4CCOCC4)cc13)CCCCC2	-9	9	-12	1	0.6	9	2	-2	-6
Cc1ccc(N(C)S(=O)(=O)c2cccc(C(=O)Oc3ccc4c(C)cc(=O)oc4c3)c2)cc1	-4	10	-3	-3	0.7	3	1	2	-2
Cc1cc(=O)oc2ccc(OCC(=O)N(Cc3ccc(F)cc3)Cc3ccco3)cc12	-29	-6	37*	14	5.8	-17	13	2	13
O=C1CCCC2=C1C(c1cccc(O)c1)C1=C(N2)c2ccccc2C1=O (stereo unspecified)	18*	11	-6	-10	0.1	-8	0	5	-3
C/C(N)=C(/C#N)C(=O)CSc1nc2ccccc2[nH]1	-9	13	-6	3	-0.4	12	2	0	-1

The list goes on, starting with the last 3 of the part before.
compound	CHRM5 PAM	M1 PAM parental	CHO-K1 Ca antag	CHRM5 antagonist	M1 ag parental	CHRM4 PAM	CHRM4 agonist	M5 ag	CHRM4 antagonist
Cc1cc(=O)oc2ccc(OCC(=O)N(Cc3ccc(F)cc3)Cc3ccco3)cc12	-29	-6	37*	14	5.8	-17	13	2	13
O=C1CCCC2=C1C(c1cccc(O)c1)C1=C(N2)c2ccccc2C1=O (stereo unspecified)	18*	11	-6	-10	0.1	-8	0	5	-3
C/C(N)=C(/C#N)C(=O)CSc1nc2ccccc2[nH]1	-9	13	-6	3	-0.4	12	2	0	-1
O=C(CSc1ccc(Cl)cc1)NC(=O)NCc1ccco1	-6	5	-15	1	-0.1	-3	-1	-4	4
CCOC(=O)Cn1c(CN2CCN(c3cccc(Cl)c3)CC2)nc2c1c(=O)[nH]c(=O)n2C	-1	11	-4	0	0.4	8	2	0	-17
O=C(COC(=O)c1cccnc1Cl)Nc1ccc(N2CCOCC2)cc1	1	-4	-2	5	0.7	8	2	3	-5
Cc1cccc(OCCn2c(S(=O)(=O)O)nc3ccccc32)c1	-8	12	-16	2	-0.2	4	-1	1	-3
CC(=O)Nc1nonc1-c1nc2ccccc2n1Cc1ccccc1	0	21	-7	3	0.6	-7	0	-4	2
CS(=O)(=O)N(CC(=O)NC1CCCC1)C1CCCCC1	2	12	-16	4	2.1	13	3	-1	-11
CC(C)C[C@@H](CNCC(=O)[C@H](CC(C)C)NC(=O)c1[nH]cnc1C(=O)N[C@@H](C)CN)NC(=O)c1nc[nH]c1C(=O)N[C@@H](Cc1ccccc1)C(=O)O	-11	5	-4	19	0.1	9	1	-1	-11
COc1cc(C(=O)NCCOc2ccc(Cl)cc2)ccc1OCc1c(C)noc1C	1	-5	2	11	0.5	8	4	2	-2
CCc1ccccc1N1CCN(S(=O)(=O)c2cc(OC)ccc2OC)CC1	-1	-13	-13	-5	-0.2	0	0	-1	7
O=C(Oc1ccccc1)N1CCOCC1	6	-4	15	3	10	-2	1	1	2
Oc1ccc(Cc2ccc(Cl)cc2)c(O)c1	-5	-12	10	6	8.0	3	3	-4	0
O=C(CSc1ccc(Cl)cc1)NC1=NN(c2ccccc2)C(=O)C1	-2	-1	-4	17	2.3	6	2	0	-3
COCCNC(=S)N1CCC2CC1c1cc(-c3ccc4c(c3)OCO4)ccc12 (stereo unspecified)	-8	1	12	-3	2.1	-9	8	8	-15
CC(=O)N1CCN(CC(C)(C)NS(=O)(=O)c2ccc(C)cc2)CC1	-4	7	-2	4	1.0	2	2	-3	5
CCCCn1cc(C(=O)c2cc(Br)ccc2O)cc(C#N)c1=O	-12	2	24*	29*	8.1	2	9	1	15

The list continues:
Below each SMILES – CHRM5 PAM, M1 PAM parental, CHO-K1 Ca antag, CHRM5 antagonist, M1 ag parental, CHRM4 PAM, CHRM4 agonist, M5 ag, CHRM4 antagonist
CCCOc1cccc(C(=O)NCCNC(=O)c2ccc(C)nc2)c1
  4, -6, 9, -1, 0.8, -6, 3, 2, 1
CC1CCN(C(=O)c2[nH]cnc2C(=O)NCc2ccccc2)CC1
  10, 8, -3, -4, 0.1, 3, 10, 5, -3
Nc1ncc2c(n1)CC(c1ccco1)CC2=O (stereo unspecified)
  16, -1, 16, -8, -0.4, -2, 1, -3, 1
CCC(C)c1ccccc1NC(=O)Cc1coc2cc3c(cc12)CCC3 (stereo unspecified)
  -7, 10, 0, 3, 0.0, -2, 7, -5, 6
COC(=O)C1CCN(C(=O)CSc2nc3ccc(OC)cc3[nH]2)CC1
  3, 21, -16, -4, 0.2, 3, 1, 4, -4
COc1ccc(OC)c(NC(=O)c2ccno2)c1
  0, 13, -8, 11, 0.3, 0, 0, 1, 5
N#C/C(=C\c1ccccc1)C(=O)N1CCN(c2ccccc2F)CC1
  3, 3, -14, 5, 0.9, -1, 3, 3, -1
COc1ccccc1CNC(=O)C(Cc1ccccc1)NC(=O)c1ccccc1 (stereo unspecified)
  -10, 9, -4, 10, 4.4, -4, 12, -1, 1
COn1c2c(c3c4no[n+]([O-])c4ccc31)CCCC2
  0, 2, -21, -3, 0.3, -7, 1, 1, 1
CSc1nnc(-c2cccs2)n1C
  7, -4, 0, 1, -0.6, 1, 0, 1, 9
COc1ccc(/C=C\C(=O)NCc2ccc3[nH]c(C)cc3c2)cc1OC
  -6, 8, -2, -2, 0.4, -2, 1, 0, -1
COc1cccc(/C=C/C(=O)OCC(=O)NCC2CCCCC2)c1OC
  3, 11, -21, 1, -0.2, 17, 2, -2, -18
Cc1cc(Oc2ccc(=O)n(C)n2)nc(Oc2ccc(=O)n(C)n2)n1
  2, -3, 5, 5, -0.1, 7, 0, 2, 9
CC(=O)Nc1ccc(CN(C)c2c(C)nc3ccc(C(=O)NCCc4ccccn4)cn23)cc1
  2, -13, 7, -4, 0.1, 6, 0, 0, -6
COCCN1C(=O)C(=O)/C(=C(/O)c2ccc(S(=O)(=O)N3CCCCC3)cc2)C1c1ccc(OC)cc1 (stereo unspecified)
  -1, -8, -10, 14, 0.2, 7, 3, -5, -8
COc1cccc(C(=O)COc2ccc3c(C)cc(=O)oc3c2)c1
  -2, 7, -10, 2, 0.9, 4, 1, -2, -9
COc1ccccc1CNC(=O)C(CCSC)NC(=O)C1CCC(C)CC1 (stereo unspecified)
  4, 4, -2, -11, 0.0, 5, -1, -4, -2
O=C(CCNS(=O)(=O)c1ccc(Br)cc1)NCC(c1cccs1)N1CCOCC1 (stereo unspecified)
  -3, 11, -10, -5, 0.6, 3, 0, 0, -9
CC1=NN(c2ccc(Cl)c(C(=O)O)c2)C(=O)/C1=C/c1ccc(-c2ccccc2[N+](=O)[O-])o1
  -5, -9, -3, 6, -0.1, -8, 0, -5, 3
COc1ccc(NC(C)C(=O)N2CCN(Cc3ccccc3)CC2)cc1 (stereo unspecified)
  0, -3, -8, 10, 1.4, 6, 1, 0, -3

Some of the entries so far, with each value named.
SMILES: COCCN1C(=O)C(=O)/C(=C(/O)c2ccc(S(=O)(=O)N3CCCCC3)cc2)C1c1ccc(OC)cc1 (stereo unspecified)
  CHRM5 PAM: -1; M1 PAM parental: -8; CHO-K1 Ca antag: -10; CHRM5 antagonist: 14; M1 ag parental: 0.2; CHRM4 PAM: 7; CHRM4 agonist: 3; M5 ag: -5; CHRM4 antagonist: -8
SMILES: CC1=NN(c2ccc(Cl)c(C(=O)O)c2)C(=O)/C1=C/c1ccc(-c2ccccc2[N+](=O)[O-])o1
  CHRM5 PAM: -5; M1 PAM parental: -9; CHO-K1 Ca antag: -3; CHRM5 antagonist: 6; M1 ag parental: -0.1; CHRM4 PAM: -8; CHRM4 agonist: 0; M5 ag: -5; CHRM4 antagonist: 3

(next part)
Below each SMILES – CHRM5 PAM, M1 PAM parental, CHO-K1 Ca antag, CHRM5 antagonist, M1 ag parental, CHRM4 PAM, CHRM4 agonist, M5 ag, CHRM4 antagonist
COc1ccc(S(=O)(=O)N2CCC(Cc3ccccc3)CC2)cc1C(N)=O
  0, -5, 0, 1, 0.2, 0, 3, 3, -7
O=C(COC(=O)COc1ccccc1)Nc1ccc2c(c1)OCCO2
  3, 13, -3, 16, 2.3, 5, 2, 1, -8
Cc1cc(NS(=O)(=O)c2ccc(NC(=O)Cc3ccc(Cl)c(Cl)c3)cc2)no1
  12, 0, 3, 0, 0.5, 8, -1, -9, 5
CCOC(=O)c1ccc(NC(=O)C2CCN(C(=O)c3ccc(OC)c(OC)c3)CC2)cc1
  -3, 2, -1, 10, 1.4, -1, 3, 0, -3
COC(=O)c1sccc1NC(=O)Nc1ccc(Cl)c(Cl)c1
  -12, -7, 29*, 17, 1.2, -19, 4, -1, 28*
Cc1cn(C2CC(OC(=O)C(C)C)C(CO)O2)c(=O)[nH]c1=O (stereo unspecified)
  2, 6, -13, 3, 2.3, -1, 0, 0, -2

An unsorted share of the library. Share with any hit: about 2.7%.
